bCat nuc transl = modulators of beta-catenin nuclear translocation, primary screen, imaging, HeLa cells, immunofluorescence, high-content; nuclear translocation activity, % at 5 µM; 0.3% of 190,000 active;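 active = nuclear translocation activity above 50% at 5 µM, with a well cell count of 50 or more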;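 note: per-cell ratio of nuclear to cytoplasmic median beta-catenin stain intensity; plate controls were DMSO negative control for no effect and GSK-3 inhibitor IX positive control for full effect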
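Assay system: human HeLa cells, native beta-catenin; doses: 5 µM primary, 0.02–20 µM confirmation; incubation: compound treatment 24 h, 37°C, 5% CO2; technique: fluorescence imaging of beta-catenin antibody stain plus DAPI; measure: % activation, nuclear-to-cytoplasmic median beta-catenin signal ratio per cell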
T cell modulator = modulators of CD8 T cell-vesicle binding, primary screen, mouse 2C CD8+ T cells, flow cytometry. AID 2052, 2009. 0.068% of 330,000 active. 2C CD8+ T cell-vesicle binding; stronger effect = lower value. calls only at 7 µM;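 active = response, share of CD8 T cells binding vesicles, and their 90th percentile fluorescence all below set limits, cut at about 80% in these data, passing the limit was not always enough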
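Benchmarks: naked versus QL9-loaded vesicles / Assay system: purified 2C TCR transgenic mouse naive CD8+ T cells / Technique: high-throughput flow cytometry with anti-B7-1 and anti-CD8 staining / Timing: Cell–vesicle co-incubation 1.5 h at 37 °C, staining 20 min on ice / Read-out: percent CD8+ FL2 mean versus row control / Probe or stimulus: QL9-loaded Drosophila micro-vesicles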
M17LAP inhibition = P. falciparum M17LAP inhibitors, primary screen, biochemical, fluorogenic H-Leu-NHMec substrate, 1536-well (AID 1619). recombinant M17LAP, H-Leu-NHMec fluorogenic kinetic assay; higher % means a stronger effect. inhibition, % at 30 µM, or IC50 in µM where a hit was titrated. 0.38% of 220,000 active;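 active = compound inhibiting the enzyme by more than half at any dose during confirmatory dose-response retesting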;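 note: plate controls were full reaction with DMSO carrier for no effect and no enzyme background for full effect; strong numbers were not always called active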
WT yeast gro inh = growth inhibition of WT strain, primary screen, mitochondrial fusion inhibitor project, WT and mutant strains, chemical genetic | AID 1362, 2008 | mitochondrial fusion phenotypic screen | inhibition, % at 10 µM | 2.1% of 190,000 active; in the data active = inhibition above about 58%; tested in S. cerevisiae
Dynein transport = inhibitors of GR-EGFP nuclear translocation, primary screen, dynein cargo transport inhibitor project, imaging, high-content, 3617.4 mouse cells. test concentration mostly 20 µM; stimulated with dexamethasone, 1 µM; stronger effect = lower value. z-score, hits read low. 0.47% of 220,000 active. AID 1381, 2008;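 active = plate z-score of nuclear minus cytoplasmic receptor signal below a set negative limit, without overly bright fluorescence or cell loss, cut at about -3.5 in these data, passing the limit was not always enough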;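 note: z-score of nuclear minus cytoplasmic ring GR-EGFP intensity difference per well; some compounds called inactive have numbers as strong as hits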
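Buffer or medium: tet-free medium with charcoal-stripped serum / Also added: dexamethasone agonist, 1.0 µM final, for 30 min / Timing: induction 48 h, compound 1 h, agonist 30 min / Measured by: high-content fluorescence imaging after fixation / Read-out: nuclear-to-cytoplasmic GR-EGFP distribution per well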
Autophagy mod = autophagy modulators in MEF cells, primary screen, imaging, high-content, MEF GFP-LC3; MEF GFP-LC3 puncta imaging; test concentration mostly 10 µM; calls only at 10 µM (by protocol); 0.98% of 190,000 active; AID 463193, 2010;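 active = percentage of spot-positive cells more than 3 SD above its plate mean, without a fluorescence outlier flag or 80% toxicity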;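 note: spot-positive cell cutoff set from DMSO-treated cells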
Yfh1-depleted yeast = enhancers of respiration in Yfh1-depleted yeast, dose response, Friedreich's ataxia, plus single-dose screen (AID 1465). S. cerevisiae Yfh1-off respiration, WST-1 reduction, 72 h; higher fold induction means a stronger effect. fold induction at 50 µM; hits with a dose series show EC50 in µM. 0.074% of 220,000 active;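 active = fold induction of absorbance versus untreated yeast above a set limit, then at least 30% activation at any dose in follow-up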;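 note: activators that raise dye reduction in frataxin-depleted yeast; strong numbers were not always called active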
MT stabilize HCS = microtubule stabilizers in HeLa cells, primary screen, imaging, high-content imaging; % tubulin-high responders, % at 10 µM; 0.83% of 200,000 active; HeLa tubulin immunostaining HCS, 24 h; share of cells brighter than vehicle mean+2SD;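 active = plate Z-score above 3 for both tubulin-high and condensed-nucleus cell shares, with cell loss under 80%, at 10 µM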;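 note: anti alpha tubulin signal scored within the nucleus-defined area of each cell; some results filed as inactive read as strong as hits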
M1AAP inhibition = P. falciparum M1AAP inhibitors, biochemical, fluorogenic H-Leu-NHMec substrate, 1536-well (AID 1445). Aminopeptidase N (Plasmodium falciparum (isolate 3D7)). recombinant M1AAP, H-Leu-NHMec fluorogenic kinetic assay; higher % means a stronger effect. one-dose inhibition, % at 30 µM; IC50 in µM for titrated hits. 0.42% of 220,000 active;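 active = primary inhibition above the hit cutoff, then over 50% inhibition at one or more dose response concentrations, cut at about 23% in these data, passing the limit was not always enough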;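 note: plate controls were DMSO full reaction for no effect and no enzyme background for full effect; strong numbers were not always called active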
WT yeast gro inh mutant strain = recorded beside WT yeast gro inh, whose call it bears; inhibition, %; mitochondrial fusion phenotypic screen, mutant strain inhibition
Dynein transport cytoplasmic EGFP = recorded beside Dynein transport, whose call it bears; z-score; measured here: cytoplasmic GR-EGFP intensity; stronger effect = higher value
Dynein transport nuclear GR-EGFP = further read-out of Dynein transport, marked with its call; z-score; measured here: nuclear GR-EGFP intensity;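 lower value marks the stronger effect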
Dynein transport cell count = also measured in Dynein transport; calls as there; z-score; measured here: cell count per field
bCat nuc transl cell count 5 µM = also measured in bCat nuc transl; calls as there; cell count; measured here: cell count, cytotoxicity flag
T cell modulator vesicle-bound % = recorded beside T cell modulator, whose call it bears; double positive events, %; measured here: CD8+ vesicle-bound cell fraction;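 binding gate set so that unloaded-vesicle control wells show 10% double positive cells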
MT stabilize HCS Hoechst-high % = recorded beside MT stabilize HCS, whose call it bears; % Hoechst-high responders; measured here: nuclear condensation Hoechst responders;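 share of cells brighter than vehicle mean plus two SD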
MT stabilize HCS cytotoxicity % = further read-out of MT stabilize HCS, marked with its call; toxicity, %; measured here: cytotoxicity by cell density;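 0% = mean cell density of plate MIN control wells and 100% = no cells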
Autophagy mod cell loss 18 h = second read-out of Autophagy mod, no call of its own (marks repeat the call); toxicity, %; measured here: cell loss, nuclei count;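 cell loss after 18 h compound exposure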
Active calls of the source: *; i = inactive; / = not tested or not shown; + = active, no number.

SMILES | bCat nuc transl | bCat nuc transl cell count 5 µM | T cell modulator | T cell modulator vesicle-bound % | M17LAP inhibition | WT yeast gro inh | WT yeast gro inh mutant strain | Dynein transport | Dynein transport cytoplasmic EGFP | Dynein transport nuclear GR-EGFP | Dynein transport cell count | Autophagy mod | Autophagy mod cell loss 18 h | Yfh1-depleted yeast | MT stabilize HCS | MT stabilize HCS Hoechst-high % | MT stabilize HCS cytotoxicity % | M1AAP inhibition
CCc1ccc(NC(=O)N[C@H](C(=O)O)C(C)CC)cc1 (stereo partly specified) | 0.6 | 1259 | i | 34 | -2% | / | / | 0.46 | -0.21 | 0.82 | -0.27 | / | / | i | / | / | / | -1%
Cc1ccc(CNC(=O)C23CN(Cc4ccccc4)CC2C(c2ccc([N+](=O)[O-])cc2)=NO3)o1 (stereo unspecified) | 0.0 | 938 | i | 22 | 20% | 29 | 34 | -1.6 | -0.16 | -0.46 | 0.1 | i | -33 | i | 1.6 | 2.6 | 13 | 8%
CC1CC1C(=O)Nc1ccc(-c2ccccc2)cc1 (stereo unspecified) | -3.5 | 675 | i | 53 | 12% | -12 | -17 | 0.23 | -0.24 | 0.43 | -1 | i | -7 | i | 1.5 | 2.3 | 1.1 | 4%
COC(=O)CSc1c(-c2ccccc2)c2cc(Cl)ccc2[nH]c1=O | / | / | i | 35 | -7% | / | / | -0.038 | -0.2 | 0.27 | 0.91 | i | -35 | i | 2.4 | 2.0 | 8.7 | 4%
O=C(Nc1cccc(F)c1)Nc1ccccn1 | -1.2 | 1379 | i | 34 | 2% | -4 | -1 | 2.1 | -0.083 | 1.7 | -2 | i | -10 | i | 4.8 | 2.8 | 7.6 | 10%
Cc1nc2ncnn2c(C)c1CCC(=O)N1CCc2ccccc21 | -1.5 | 1099 | i | 48 | 12% | 8 | 19 | -1.3 | -0.21 | -0.35 | 1.3 | i | 3 | i | 2.9 | 2.9 | 7.1 | 0%
COC(=O)c1c(C)[nH]c(C(=O)OCC(=O)NCC(C)C)c1C | / | / | i | 27 | -11% | 2 | 16 | 1.8 | 0.091 | 1.2 | -1.6 | i | 30 | i | 1.6 | 1.2 | 8.0 | -3%
Cc1ccc2nc(C)c(C(=O)NN=C3CCCCCC3)n2c1 | 1.8 | 972 | i | 56 | / | 5 | 1 | -0.37 | -0.32 | 0.14 | 0.8 | i | -14 | i | 2.9 | 1.6 | 7.0 | /
O=C(Cc1ccc(F)cc1)OCC(=O)c1cc2ccccc2o1 | -6.8 | 974 | i | 28 | 0% | 15 | 34 | -0.78 | -0.2 | -0.44 | 0.53 | i | 6 | i | 1.9 | 1.2 | 6.7 | 3%
O=C(NCCCn1ccnc1)c1cc2c(ccc3ccccc32)o1 | 1.9 | 1045 | i | 16 | -3% | -5 | -14 | 0.4 | -0.2 | -0.33 | -0.73 | i | 24 | i | 1.1 | 1.4 | 2.1 | 6%
N#Cc1cc2[nH]c3ccccc3c2[n+](-c2ccc([N+](=O)[O-])cc2)c1N | -1.2 | 1051 | i | 49 | 16% | -7 | -4 | -0.39 | -0.21 | -0.057 | -0.023 | i | -3 | i | 3.0 | 2.4 | 2.2 | 9%
Cc1ccc2c(c1)N=C(c1ccc(F)cc1)CO2 | -0.5 | 772 | i | 40 | -4% | 16 | -7 | 0.39 | -0.094 | 0.13 | -0.5 | i | 9 | i | 3.3 | 1.9 | 10 | 2%
O=C(NCc1nc2ccccc2[nH]1)c1cccc(S(=O)(=O)N2CCCC2)c1 | / | / | i | 31 | -4% | 3 | 2 | 0.065 | -0.36 | 0.18 | 0.48 | i | -12 | / | 1.8 | 1.8 | 7.1 | 6%
O=C(O)CCc1ccc(-c2ccc(F)cc2)n1CC(=O)O | -0.5 | 1085 | i | 13 | 8% | 0 | -5 | 1.4 | 0.41 | 1.9 | -3 | i | 5 | i | 4.3 | 1.7 | 3.4 | 6%
Cc1nc(-c2cccnc2)sc1C(=O)Nc1ccc(C(F)(F)F)cc1 | 1.2 | 1093 | i | 30 | -1% | 19 | 30 | -0.71 | -0.4 | -0.23 | 0.22 | i | 24 | i | 1.6 | 1.6 | 7.0 | 10%
CCCOC(=O)C1=C(C)NC2=C(C(=O)C(C(=O)OC)C(C)C2)C1c1ccc(N(C)C)cc1 (stereo unspecified) | / | / | i | 23 | 1% | -3 | -10 | -0.42 | 1.6 | 0.22 | -0.15 | i | -4 | i | 1.5 | 1.0 | 3.0 | 5%
CCCSc1nnc(N2C(=O)CC(c3ccsc3)C3=C2CCCC3=O)s1 (stereo unspecified) | -2.8 | 1198 | i | 42 | 15% | 5 | 1 | 0.61 | -0.11 | 0.72 | -0.77 | / | / | i | 5.1 | 2.9 | 0.8 | 6%
COC(=O)c1ccc2nc(Nc3nc4ccc(F)cc4s3)sc2c1 | 0.6 | 1083 | i | 36 | -9% | 28 | 12 | 0.82 | -0.24 | 1.1 | -0.51 | i | 1 | i | 2.5 | 2.7 | 6.9 | 14%
C=C(C)c1cccc(C(C)(C)NC(=O)N2CCC(C(N)=O)CC2)c1 | -1.8 | 1051 | i | 48 | 3% | 3 | -5 | -0.16 | -0.19 | -0.42 | 0.97 | i | -19 | i | 2.9 | 2.0 | 4.2 | 2%
CCO[C@H]1OC(C(=O)NCc2ccccc2)=C[C@@H](C2CC2)[C@@H]1CCCO | -1.5 | 1106 | i | 42 | -4% | -13 | -4 | 2.7 | -0.1 | 2.2 | -2.3 | i | 10 | i | 1.1 | 0.6 | 3.3 | -3%
Cc1ccc(N2CCN(/N=C/C(Cl)=C/c3ccccc3)CC2)cc1 | -1.6 | 1006 | i | 31 | -2% | -4 | -2 | -0.45 | -0.22 | 0.24 | 0.17 | i | -8 | i | 5.5 | 3.2 | 11 | 6%
CCCCCCCc1c(C#N)c(N)[nH]c(=S)c1C#N | 0.9 | 1375 | i | 20 | 9% | / | / | 0.6 | -0.25 | 0.87 | -0.6 | / | / | i | / | / | / | 5%
O=C(c1ccco1)N(CCC(c1ccccc1)c1ccco1)Cc1ccccc1 (stereo unspecified) | 5.7 | 568 | i | 44 | 21% | 40 | 18 | 0.076 | -0.31 | -0.12 | 0.023 | i | 1 | i | 3.1 | 5.5 | 6.2 | 3%
c1ccc(CCNc2nc(-c3ccncc3)cs2)cc1 | -2.7 | 1139 | i | 46 | 21% | 8 | -3 | -0.046 | -0.2 | -0.39 | 0.8 | i | -10 | i | 3.8 | 3.7 | 7.6 | 6%
CC(C)n1c(NCc2ccc(N(C)C)cc2)nc2ccccc21 | -0.3 | 495 | i | 36 | -11% | 7 | -6 | -0.42 | -0.21 | -0.3 | 0.16 | + | 30* | i | 3.0 | 2.5 | 5.0 | 2%
O=C(Cn1c(=O)sc2ccccc21)Nc1nc2c(s1)CCCC2 | -0.7 | 502 | i | 28 | -3% | 4 | 10 | -0.42 | -0.23 | 0.37 | 0.16 | i | -58 | i | 6.2 | 2.6 | 6.4 | 7%
CCOc1cc(/C=C(\C#N)c2[nH]nc(N)c2C#N)ccc1O | / | / | i | 55 | 17% | -4 | 1 | 0.11 | -0.19 | 0.12 | -0.44 | i | 5 | i | 2.4 | 1.4 | 3.8 | 13%
CCCCOc1cccc(C(=O)N(Cc2ccco2)C2CCS(=O)(=O)C2)c1 (stereo unspecified) | -3.2 | 1046 | i | 11 | 11% | 5 | -2 | -0.5 | -0.2 | -0.0079 | -0.2 | i | -10 | i | 5.0 | 3.5 | 4.2 | 4%
O=C(NC1CCCCC1)N(Cc1ccc(F)cc1)Cc1nc2ccccc2c(=O)[nH]1 | 1.6 | 1095 | i | 41 | 11% | -10 | -1 | -0.69 | -0.15 | -0.45 | 0.041 | i | 3 | i | 2.2 | 2.2 | 21 | 13%
COC(=O)c1ccc(C2NC(=S)N(c3ccccc3)C(C)=C2C(=O)Nc2ccccc2OC)cc1 (stereo unspecified) | -2.9 | 1170 | i | 42 | 0% | 4 | 11 | 1.8 | 0.077 | 1.6 | -1.7 | i | 0 | i | 3.0 | 1.4 | 3.8 | -3%
COc1cccc(Cn2cccc(NC(=O)Nc3ccc(C#N)cc3)c2=O)c1 | 2.0 | 1430 | i | 12 | -5% | 7 | 0 | 0.051 | -0.24 | -0.61 | 0.16 | i | -1 | i | 2.6 | 1.7 | 2.2 | -2%
